# Screening results (PubChem)
# PI4K2A block = blocks human PI4K2A kinase activity. purified PI4K2A, ADP-Glo luminescence, 1 h; active compounds read low. AID 1346378. hit rate 0.13% among 420,000. Q9BTU6. activity change, negative = inhibition, % at 76.9 µM; in the data active = activity change below about -50%; inconclusive = mostly about -30% to -49%;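 note: -100% = wells without enzyme as full effect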
#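 PI4K2A activity was measured by ADP-Glo luminescence: enzyme (4 ug/mL stock) and phosphatidylinositol (1.2 mM stock) in Tris pH 7.5/MgCl2/EGTA/Triton X-100 buffer were reacted with ATP (300 microM stock) for one hour at ambient temperature.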
# TrxR1 inh = blocks rat thioredoxin reductase 1; O89049; recombinant rTrxR1, NADPH fluorescence consumption, selenite substrate; Potency, µM (highest dose often 114 µM), inactives show top-dose activity change, negative = inhibition, actives largely listed as inhibitors; hit rate 1% among 390,000; note: potency is the fitted concentration of half-maximal effect; % is set by controls: 0 for no effect and ±100 for the full control effect; nearly all actives have a fitted effect of over 65% in size
#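 Rat TrxR1 (90 nM in the dispensed reagent) was pre-reduced with 400 uM NADPH for 5 min at room temperature, then incubated with compound for 15 min. After 400 uM selenite was added, NADPH fluorescence (Ex 340/Em 450 nm) was followed for 8 min.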
# D2 ag = activates the human D2 dopamine receptor; HEK293 T-REx D2 cells, calcium flux agonist mode; hit rate 0.53% among 340,000; activation, % at 2 µM; AID 485358;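 active = activation over 3 SD above normal in the single-dose calcium agonist read, cut at about 30% in these data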; note: 0% is about no effect
#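 Tetracycline-induced HEK293 T-REx cells with force-coupled D2 receptor, plated overnight at 30 C, loaded with no-wash calcium dye. After a 10 s baseline, compound was pin-added and calcium flux read kinetically for 180 s; calcium rises flagged agonists.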
# USP1-UAF1 inh = inhibitors of human USP1/UAF1 deubiquitinase; O94782; recombinant USP1/UAF1, Ub-Rhodamine cleavage fluorescence; Potency, µM (titrated, usually from 57.1 µM), for the others: at the top dose activity change, negative = inhibition, actives largely listed as inhibitors; hit rate 0.23% among 390,000; AID 743255; note: potency is the fitted concentration of half-maximal effect; % is set by controls: 0 for no effect and ±100 for the full control effect; nearly all actives have a fitted effect of over 60% in size; inactives centre near -12
# Target sequence (O94782 whole entry, looked up): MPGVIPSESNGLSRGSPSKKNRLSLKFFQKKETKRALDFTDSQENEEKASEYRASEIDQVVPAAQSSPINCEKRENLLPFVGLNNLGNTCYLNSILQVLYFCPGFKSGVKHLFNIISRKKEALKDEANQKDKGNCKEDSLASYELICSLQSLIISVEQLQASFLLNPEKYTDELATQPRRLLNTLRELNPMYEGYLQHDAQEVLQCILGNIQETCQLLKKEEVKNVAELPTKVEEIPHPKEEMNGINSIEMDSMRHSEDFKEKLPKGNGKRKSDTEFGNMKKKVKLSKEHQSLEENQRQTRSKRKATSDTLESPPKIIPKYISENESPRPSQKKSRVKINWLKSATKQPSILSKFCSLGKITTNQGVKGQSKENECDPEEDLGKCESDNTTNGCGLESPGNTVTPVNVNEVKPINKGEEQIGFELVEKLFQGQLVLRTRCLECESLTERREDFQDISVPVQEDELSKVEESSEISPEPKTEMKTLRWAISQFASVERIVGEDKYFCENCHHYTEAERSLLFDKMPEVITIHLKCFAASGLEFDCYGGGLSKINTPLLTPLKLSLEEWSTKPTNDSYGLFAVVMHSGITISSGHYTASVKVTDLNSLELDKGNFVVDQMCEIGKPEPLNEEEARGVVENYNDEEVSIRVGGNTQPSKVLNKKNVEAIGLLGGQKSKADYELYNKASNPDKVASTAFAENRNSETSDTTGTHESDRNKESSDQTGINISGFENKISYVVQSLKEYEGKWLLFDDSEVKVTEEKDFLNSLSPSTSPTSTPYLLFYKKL
#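 1 nM enzyme complex + cpd, 15 min RT; start with Ub-Rho 150nM final; kinetic fluorescence ex 480/em 540, 6 reads q60 s. Buffer 50mM HEPES pH 7.8, 0.5mM EDTA, 0.1 mg/ml BSA, 1mM TCEP, 0.01% Tween-20.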
# IDH1 R132H inh = inhibitors of human mutant IDH1 R132H; O75874; IDH1-R132H enzyme, NADPH consumption, diaphorase/resazurin fluorescence; Potency, µM (highest dose often 76.6 µM), for the others: at the top dose activity change, negative = inhibition, hits mostly inhibitors; hit rate 0.093% among 390,000; AID 602179; note: potency is the fitted concentration of half-maximal effect; % is set by controls: 0 for no effect and ±100 for the full control effect; nearly all actives have a fitted effect of over 65% in size
#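 IDH1-R132H (0.5 ug/mL dispensed) in pH 7.5 Tris buffer was preincubated 30 min with compound, then given a substrate mix of 0.016 mM NADPH and 2 mM alpha-KG for 80 min at room temperature; remaining NADPH was read by diaphorase/resazurin fluorescence.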
# TrxR1 substrate = substrates of rat thioredoxin reductase 1. Potency, µM (doses to about 114 µM), for the others: top-dose activity change, negative = substrate turnover. hit rate 0.01% among 390,000. AID 588456. O89049. purified TrxR1 substrate turnover, NADPH consumption readout; note: potency is the fitted concentration of half-maximal effect; % is set by controls: 0 for no effect and ±100 for the full control effect; nearly all actives have a fitted effect of over 50% in size
#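 Rat TrxR1, dispensed at 90 nM, was prereduced with 400 uM NADPH (final) for 5 min at ~22 deg C, then incubated with compound 15 min before 400 uM selenite. A first-read NADPH fluorescence drop versus no-compound background flagged substrates.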
# TRHR agonist = TRH receptor (human) agonism | P34981 | TRHR cells, calcium flux fluo-8, FDSS agonist mode | activation, % at 2 µM | hit rate 0.18% among 360,000; in the data active = activation above about 30%; note: 0% is about no effect
#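 In this calcium-flux screen, cells bearing human TRHR are dye-loaded with fluo-8, baselined for 10 cycles, then exposed to library compounds; positive kinetic calcium responses during the agonist phase mark hits, with TRH as control.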
# D2 antag = antagonizes the human D2 dopamine receptor; HEK293 TREx D2 cells, calcium flux, dopamine EC80; AID 485344; inhibition, % at 10 µM; P14416; hit rate 2% among 340,000; in the data active = inhibition above about 30%; note: 0% is about no effect
#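 HEK293 T-REx D2 cells, tet-induced, calcium dye no-wash. Cpd pintool add, 180 s kinetic, then EC80 DA, 180 s kinetic. Ca flux read.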
# TRHR PAM = TRH receptor (human) allosteric enhancement; TRHR cells, fluo-8 calcium fluorescence, EC20 TRH enhancement; enhancement, % at 2 µM; hit rate 0.66% among 360,000; in the data active = enhancement above about 30%; note: 0% is about no effect
#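 Enhancer read-out: after compound pinning and an initial kinetic agonist-mode read, an EC20 of TRH (10 nM final) was injected and fluo-8 calcium signal (Ex 480/Em 530) followed at 1 s/cycle for 100 cycles in TRHR-expressing cells.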
# * hit, by the source's call; ? = inconclusive; . = not tested or not shown; & = joins results of further samples; [ ] = dose if it differs, or a comment. Unless noted, calls come from the whole dose curve; as a rule, active = well fitted inhibition curve with a large enough effect; inconclusive = small, poorly fitted or top-dose-only effect; inactive = no such curve, though single readings can be large or run the other way.
SMILES,PI4K2A block,TrxR1 inh,D2 ag,USP1-UAF1 inh,IDH1 R132H inh,TrxR1 substrate,TRHR agonist,D2 antag,TRHR PAM
O=C(NCc1ccc(F)cc1)C(=O)Nc1ccc2nc3n(c(=O)c2c1)CCCCC3,-0.4,11.7%,-0.4,-7.2%,-3.8%,20.7%,-0.1,.,21.5
CCOC(=O)c1sc2ncn(CC(=O)Nc3ccc(OCC)cc3)c(=O)c2c1C,-1.3,24.2%,0.3,-5.0%,0.0%,8.6%[2.29 µM],0.2,.,-7.0
COc1ccc(-n2cc(-c3ccccc3)c3c(NCCCN4CCOCC4)ncnc32)cc1,0.2,26.0%[57.1 µM],-0.6,-17.8%,2.0%,-3.3%[57.1 µM],-0.3,12.5,-1.4
Cc1c(C)n2c(SCC(=O)NC3CCCC3)nnc2[nH]c1=O,2.0,10.6%[57.1 µM],1.3,-19.1%,0.0%,6.9%[57.1 µM],0.0,19.3,-2.7
COc1cc2nc(SCc3c(C)noc3C)n(CCC3=CCCCC3)c(=O)c2cc1OC,-2.1,15.3%[57.1 µM],1.2,-25.0%,-6.0%,6.5%[57.1 µM],1.0,9.5,1.3
COC(=O)CC1C(=O)NCCN1C(=O)c1sc2ccccc2c1Cl (stereo unspecified),-1.1,3.8%,0.1,4.1%,-0.9%,-3.1%,0.1,-1.9,-3.3
O=C(/C=C/c1ccccc1)NCCc1c[nH]c2ccccc12,-19.8,14.9%,.,-18.1%,8.0%,3.0%,.,.,.
COc1ccc(-n2c(SC)nc(O)cc2=O)cc1,-5.6,8.9%,0.4,4.7%,1.3%,1.0%,-0.1,19.0,-4.5
Nc1ccc2nn(-c3ccc(Cl)cc3)nc2c1,-2.9,0.5%,0.5,-16.5%,6.2%,15.7%,1.3,-7.0,8.7
Cc1cc(=O)n(C(NC(=O)c2ccccc2)C(=O)c2ccccc2)cn1 (stereo unspecified),-4.3,13.3%[57.1 µM],1.5,-12.2%,5.8%,8.1%[57.1 µM],-0.4,24.8,-0.8
Cc1ccc(C)c(S(=O)(=O)NCCOc2nc(NC(C)C)nc(NC(C)C)n2)c1,1.8,1.2%[2.29 µM],-0.4,-13.0%,5.9%,10.2%[57.1 µM],-1.3,-8.0,-16.8
COc1ccc(C(=O)OCC(=O)c2ccc3[nH]c(=O)[nH]c3c2)c(OC)c1OC,-4.4,12.1%,.,-19.5%,5.6%,6.7%,.,.,.

# Two compounds picked at random from those above:
SMILES,PI4K2A block,TrxR1 inh,D2 ag,USP1-UAF1 inh,IDH1 R132H inh,TrxR1 substrate,TRHR agonist,D2 antag,TRHR PAM
COc1cc2nc(SCc3c(C)noc3C)n(CCC3=CCCCC3)c(=O)c2cc1OC,-2.1,15.3%[57.1 µM],1.2,-25.0%,-6.0%,6.5%[57.1 µM],1.0,9.5,1.3
O=C(NCc1ccc(F)cc1)C(=O)Nc1ccc2nc3n(c(=O)c2c1)CCCCC3,-0.4,11.7%,-0.4,-7.2%,-3.8%,20.7%,-0.1,.,21.5

# (listing goes on)
SMILES,PI4K2A block,TrxR1 inh,D2 ag,USP1-UAF1 inh,IDH1 R132H inh,TrxR1 substrate,TRHR agonist,D2 antag,TRHR PAM
Cc1ccc(CN=c2c([N+](=O)[O-])nn(-c3cccc(Cl)c3)n2O)cc1,0.0,-3.7%,-5.1,-11.7%,0.0%,-5.2%,-1.3,2.8,-0.7
O=c1cc(Cl)[nH]c(=O)n1Cc1ccc(F)cc1,2.0,14.4%,0.4,-19.2%,1.7%,2.1%,0.1,-0.3,14.9
CN(C1CCCCC1)S(=O)(=O)c1cccc(C(=O)Nc2ccccn2)c1,-3.6,8.2%,-0.1,-15.7%,4.5%,-2.8%,0.0,3.1,14.6
COc1cccc(OCc2cc(C(=O)N3CCN(C(C)=O)CC3)no2)c1,-5.8,9.6%,0.2,-10.0%,2.9%,1.7%,0.2,2.2,-0.3
O=C(C1CCN(S(=O)(=O)c2ccccc2)CC1)N1CCN(Cc2ccccc2)CC1,-2.0,1.9%,-0.2,-13.6%,1.1%,-3.6%,0.1,2.1,0.9
CC(=O)c1ccc(N2Cc3ccccc3C2)cc1,3.6,-23.0%,0.5,-11.3%,-12.6%,-5.3%,-0.1,26.4,-0.2
Cc1ccsc1/C=N/n1c(-c2ccccc2)n[nH]c1=S,5.8,-13.7%,-0.6,-2.5%,4.2%,-6.3%,-0.7,-11.2,12.0
CC(=O)CC(C)(C)S(=O)(=O)c1ccc(NC(C)=O)cc1,-1.1,4.4%,.,-12.0%,-0.1%,9.9%,0.4,.,-2.9
CC12CCC3c4cc(CN5CCOCC5)c(O)cc4CCC3C1CCC2=O (stereo unspecified),0.4,8.9%[57.1 µM],.,-18.0%,-3.2%,-6.2%,.,.,.
O=C(NCc1cccc(CNC(=O)c2ccco2)c1)c1ccco1,6.5,4.6%,1.1,2.4%,-2.1%,6.9%[57.1 µM],0.7,15.8,-4.0
O=C(CO/N=C/c1ccccc1O)N1CCc2ccccc21,-4.6,-24.7%,.,-9.7%,0.3%,-11.5%,0.1,.,6.5
Cc1cc(C)c2c(NC(=O)C3CC3)nn(C)c2n1,-18.0,39.0%,0.3,-14.0%,-2.8%,73.5%[activator],0.2,0.7,-4.0
COc1ccccc1C(=O)Nc1ccc(S(=O)(=O)N(C)c2ccccc2)cc1,-3.2,13.4%[57.1 µM],.,-9.9%,4.0%,4.5%[57.1 µM],.,.,.
COC(=O)c1cc2oc3ccccc3c2n1Cc1ccccc1Cl,3.4,45.6%[activator],0.4,-20.4%,.,58.3%[activator],0.1,.,-9.0
Cc1ccc(S(=O)(=O)NCCNS(=O)(=O)c2ccccc2Br)cc1,-1.6,25.2%,.,-20.9%,20.9%,6.4%,.,.,.
CCCc1cc(Nc2cccc(OC)c2)n2ncnc2n1,0.9,13.4%[57.1 µM],-0.3,-2.4%,3.2%,-7.0%,-1.0,22.3,3.7
CCOc1ccc(/C(O)=C2/C(=O)C(=O)N(CCOCCO)C2c2ccccn2)cc1 (stereo unspecified),-2.0,-22.0%[57.1 µM],.,-5.0%,-0.1%,-1.8%[57.1 µM],0.5,.,7.3
COc1ccc(NC(=O)CN2C(=O)CCn3nc(-c4cccn4C)cc32)cc1,2.4,27.1%[57.1 µM],-0.1,?,-1.7%,7.5%[57.1 µM],-0.1,.,-7.7
O=C(NCc1ccco1)c1cc(-c2cccnc2)nc2ccc(Cl)cc12,-3.2,-1.5%[57.1 µM],-0.1,-8.6%,-1.7%,8.0%[57.1 µM],-0.1,-1.1,1.4
O=C(Nc1ccc2c(c1)OCCO2)c1cccc(Cl)c1,-0.7,13.1%,.,-11.9%,6.2%,7.9%[57.1 µM],0.2,.,13.4
Cc1c(CNCc2ccc(OC(C)C)cc2)c(C(=O)O)c(C)n1Cc1ccc(Cl)cc1,-4.8,-13.4%,0.0,6.0%,-15.7%,-2.3%,0.9,.,-5.5
CN(C)c1ccc(N=Nc2nc3ccccc3n2C)cc1,-69.5*,?,0.6,-23.6%,15.7%,-1.2%,0.3,16.8,-1.2
CC(C)=C1C2CCC1C1C(=O)N(c3nc(-c4ccccc4)c(C)s3)C(=O)C21 (stereo unspecified),-1.1,-3.7%,-1.1,-17.4%,5.3%,-7.1%,-1.3,-5.7,8.0
O=C(CN1C(=O)COc2ccc(S(=O)(=O)N3CCCCC3)cc21)NCc1ccccc1Cl,2.8&-3.5,26.2%&3.5%,-0.3&0.1,-7.9%&-4.5%,-9.3%&-14.7%,2.9%&-8.4%,-1.3&-0.1,-4.1,-6.6&7.0
CCOc1ccc(CC(=NCCc2ccccc2)C2=C(O)CC(C)(C)CC2=O)cc1OCC,0.2,5.5%[57.1 µM],47.2*,-8.6%,4.3%,-2.1%[57.1 µM],0.1,0.4,-0.6
Cc1ccc2[nH]cc(C(=O)CN3CCN(c4ccccc4F)CC3)c2c1,-0.2,17.1%,-0.2,-21.2%,4.8%,10.1%,0.0,5.2,4.7
CCOCCn1c(SCc2ccc(F)cc2)nc2c1c(=O)[nH]c(=O)n2C,2.3,18.8%[57.1 µM],0.9,-15.2%,8.5%,6.6%[57.1 µM],-0.6,8.5,-4.4
COc1cc(CN2CCN(S(=O)(=O)c3ccc(NC(C)=O)cc3)CC2)cc(OC)c1O,0.9,12.6µM*,-0.9,12.1%,0.6%,1.2%,0.6,13.0,2.0
CCCC(=O)NC(c1ccc(OC)c(OC)c1)c1cc(Cl)c2cccnc2c1O (stereo unspecified),1.4,17.3%[57.1 µM],5.5,-20.2%,2.2%,2.7%[57.1 µM],5.5,11.8,-9.2
O=C(O)c1ccc(-n2nnc3ccccc32)c([N+](=O)[O-])c1,-3.3,10.2%,1.6,-14.7%,0.4%,2.8%,0.2,-13.3,5.1
Cc1ccsc1C(=O)N1CCN(S(=O)(=O)c2cccs2)CC1,2.4,18.6%[57.1 µM],0.6,-12.6%,3.6%,-3.3%[57.1 µM],0.1,-13.0,4.6
Cc1cc(=O)[nH]c(SCC(=O)N2CCC(Cc3ccccc3)CC2)n1,-16.6,1.4%[57.1 µM],6.9,-6.8%,3.7%,7.0%[57.1 µM],-0.6,21.4,11.6
O=C(C[C@H]1C/C=C\CC[C@H](Cc2ccc(F)cc2)C(=O)OC[C@@H](Cc2c[nH]c3ccccc23)NC1=O)NCCO,-2.0,25.4%,.,-29.6%,9.0%,12.0%,.,.,.
CC(=O)Nc1cccc(NC(=O)COC(=O)C2CC3CCCC(C2)C3=O)c1 (stereo unspecified),-3.0,-9.1%,0.3,-19.0%,7.1%,-4.9%,1.2,7.2,1.3
COCc1cc(C)nc(SCC(=O)Nc2ccccc2C)c1C#N,-5.1,-4.2%,.,2.7%,0.5%,5.1%[57.1 µM],-0.4,.,-3.1
COc1cc(/C=N/Nc2ccnc(=O)[nH]2)ccc1O,0.8,-17.1%,-0.3,-4.6%,-7.6%,-23.6%,0.4,-0.9,7.1
CC(=O)C(Cc1cccc(F)c1)(Cc1cccc(F)c1)C(C)=O,-2.9,27.3%,-0.8,-19.8%,9.2%,-0.3%,-0.3,-0.9,2.2
